ROMK primary – modulators of human ROMK potassium channel | P48048 | Tet-inducible ROMK, thallium flux fluorescence; actives lie on both sides | B-score at 10 µM | 2% of 130,000 active | AID 1918;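 active means signal ratio slope over the read window, or its plate-corrected B-score, at least 3 SD from the plate mean, either direction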;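 further: B-score of the F/F0 ratio slope over 7 to 12 s after thallium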
TR-FRET SRC-2 ct – flags TR-FRET format artefacts in PPARgamma SRC-2 recruitment agonist screen; TR-FRET artefact counter-screen; stronger effect = higher value; 0.4% of 200,000 active; TR-FRET ratio at 8 µM; in the data active means TR-FRET ratio above about 2000; further: inactives centre near 1500
PPARg SRC3 recr – agonists of human PPARgamma SRC-3 coactivator recruitment; P37231; biochemical PPARgamma/SRC-3 coactivator recruitment assay; activation, % at 8 µM; 0.26% of 200,000 active; in the data active means activation above about 23%;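 further: 0% = DMSO and 100% = reference agonist; some compounds past the cut are filed as inactive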
Target sequence (P37231 whole entry, looked up): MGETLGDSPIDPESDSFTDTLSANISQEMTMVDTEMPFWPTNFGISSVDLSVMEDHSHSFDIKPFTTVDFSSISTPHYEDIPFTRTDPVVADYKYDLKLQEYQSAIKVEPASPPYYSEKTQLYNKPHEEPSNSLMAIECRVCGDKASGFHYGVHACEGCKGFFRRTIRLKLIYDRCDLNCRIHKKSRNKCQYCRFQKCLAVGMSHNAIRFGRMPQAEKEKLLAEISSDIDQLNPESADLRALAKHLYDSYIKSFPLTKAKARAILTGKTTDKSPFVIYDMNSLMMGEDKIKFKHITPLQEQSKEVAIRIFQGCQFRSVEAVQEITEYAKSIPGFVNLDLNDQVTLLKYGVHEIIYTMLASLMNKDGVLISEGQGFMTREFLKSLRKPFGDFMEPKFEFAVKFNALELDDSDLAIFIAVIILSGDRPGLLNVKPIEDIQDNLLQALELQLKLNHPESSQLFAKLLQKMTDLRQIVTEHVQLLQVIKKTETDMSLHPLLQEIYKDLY
bIAP act – increases bovine intestinal alkaline phosphatase activity; purified bovine IAP, CDP-star luminescence, 30 min; stronger effect = higher value; fold of DMSO-control signal, blank-subtracted; activation factor at 20 µM; 0.17% of 200,000 active; AID 1016;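 active means activation factor of 2 or more at 20 µM, a signal rise over negative controls twice the positive control's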
STAT1 blocker – reduces IFN-gamma driven STAT1 reporter signal | AID 920 | 0.35% of 200,000 active | NIH 3T3 STAT1-luciferase reporter, luminescence | inhibition, % at 5.5 µM;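 active means inhibition above a set limit, the mean inhibition across all tested compounds plus 3 SD, cut at about 34% in these data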;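 further: 0% = IFN-gamma with DMSO and 100% = IFN-gamma with 300 µM nifuroxazide; values of inactives mirror those of a sister screen read the other way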
PPARg SRC2 recr – PPARgamma-driven SRC-2 recruitment agonism. P37231. PPARgamma LBD-SRC-2 recruitment, biochemical. activation, % at 8 µM. 0.34% of 200,000 active. AID 1032; in the data active means activation above about 22%;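 further: 0% = vehicle and 100% = reference agonist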
PPARg SRC-1 ag – promotes SRC-1 coactivator recruitment by human PPARgamma. P37231. PPARgamma-SRC-1 coactivator recruitment biochemical assay. activation, % at 8 µM. 0.41% of 200,000 active; in the data active means activation above about 19%;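 further: 0% = DMSO and 100% = reference agonist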
TNAP act hi DEA – increases human TNAP activity under high phosphate acceptor concentration. P05186. purified TNAP, CDP-star luminescence, 1 M DEA, 30 min; stronger effect = higher value; 0 = EDTA background, 1 = DMSO-only activity. activation factor at 20 µM. 200,000 tested, under 10 active. AID 1136;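 active means activation factor at least 2 at 20 µM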
Target sequence (P05186 whole entry, looked up): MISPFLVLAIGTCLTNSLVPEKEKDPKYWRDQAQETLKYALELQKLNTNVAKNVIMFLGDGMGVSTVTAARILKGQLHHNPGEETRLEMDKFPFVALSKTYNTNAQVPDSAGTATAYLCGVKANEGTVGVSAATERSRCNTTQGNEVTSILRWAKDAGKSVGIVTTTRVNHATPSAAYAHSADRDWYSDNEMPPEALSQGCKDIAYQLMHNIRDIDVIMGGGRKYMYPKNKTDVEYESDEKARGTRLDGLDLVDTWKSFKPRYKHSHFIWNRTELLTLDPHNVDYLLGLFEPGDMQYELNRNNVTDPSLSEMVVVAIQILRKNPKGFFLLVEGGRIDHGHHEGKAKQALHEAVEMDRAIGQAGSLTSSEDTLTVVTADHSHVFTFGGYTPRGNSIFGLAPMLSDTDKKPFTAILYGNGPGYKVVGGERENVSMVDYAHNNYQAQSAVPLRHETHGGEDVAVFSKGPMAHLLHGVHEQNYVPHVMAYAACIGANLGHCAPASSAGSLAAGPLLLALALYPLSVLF
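Assay system: human TNAP; Input: enzyme diluted 1/800 final; Reagent: CDP-star luminogenic substrate at 100 µM final; Timing: 30 min, room temperature; Signal: luminescence; Evaluation: TNAP activation factor scaled between EDTA and DMSO control wells.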
STAT3 inh – STAT3 signaling inhibition | U3A cells, IL-6 STAT3-luciferase reporter, luminescence; host cell line lacks STAT1 | inhibition, % at 5.5 µM | 0.89% of 190,000 active | AID 862;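 active means inhibition above the mean inhibition across all screened compounds plus 3 SD, cut at about 44% in these data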;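 further: 0% = DMSO only wells and 100% = 100 µM nifuroxazide control wells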
STAT3 activator – activators of IL-6 induced STAT3 signaling | AID 871 | U3A cells, IL-6 STAT3-luciferase reporter, luminescence; 100% = signal with IL-6 EC80 alone | 0.91% of 190,000 active | activation (% of control), % at 5.6 µM;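 active means activation above the screen-wide mean of compound activation plus 3 SD, cut at about 130% in these data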;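 further: 0% = background luminescence of wells with medium and substrate only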
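System – human U3A cells carrying STAT3-luciferase construct · Probe or stimulus – Interleukin-6, 33 ng/mL · Schedule – compound 1 h, then IL-6 6 h at 37 °C · Signal – luminescence from STAT3-driven luciferase reporter · Evaluation – percent of IL-6-only median luminescence · Benchmarks – IL-6-only high control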
bIAP inhibitor – intestinal alkaline phosphatase (bovine) inhibition. purified bovine IAP, CDP-star luminescence, 30 min. inhibition, % at 20 µM. 190,000 tested, under 10 active. AID 1019;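 active means over 50% inhibition of intestinal alkaline phosphatase at 20 µM in the single-dose screen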
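Assay system: bovine IAP enzyme; medium: DEA buffer 100 mM, pH 9.8, with MgCl2 1.0 mM, ZnCl2 0.02 mM; doses: 20 µM single dose; incubation: enzyme reaction for 30 min at room temperature; detection: CDP-star luminescence signal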
An asterisk follows results filed as active.

Screening COCCNc1nnc(SCC(=O)Nc2cc(-c3ccccc3)nn2-c2ccccc2)s1 returned ROMK primary -1.3, TR-FRET SRC-2 ct 1541, PPARg SRC3 recr -1, bIAP act 0.9, STAT1 blocker 0, PPARg SRC2 recr 7, PPARg SRC-1 ag 4, TNAP act hi DEA 1, STAT3 inh -3, STAT3 activator 106 and bIAP inhibitor 8.
Cc1ccc(-n2ncc3ccccc3c2=O)cc1Cl was read as ROMK primary -0.1, TR-FRET SRC-2 ct 1848, PPARg SRC3 recr -4, bIAP act 1, STAT1 blocker -53, PPARg SRC2 recr -2, PPARg SRC-1 ag 1, TNAP act hi DEA 1, STAT3 inh 16, STAT3 activator 91 and bIAP inhibitor 1.
For CC(=O)NCCNc1ccc([N+](=O)[O-])cc1C#N the results were ROMK primary -0.6, TR-FRET SRC-2 ct 1833, PPARg SRC3 recr 6, bIAP act 1, STAT1 blocker -3, PPARg SRC2 recr 5, PPARg SRC-1 ag 8, TNAP act hi DEA 1, STAT3 inh -1, STAT3 activator 102 and bIAP inhibitor 1.
CCCCC(=O)N/N=C/c1ccc(N2CCOCC2)c([N+](=O)[O-])c1 was read as ROMK primary 0.25, TR-FRET SRC-2 ct 1398, PPARg SRC3 recr -4, bIAP act 0.9, STAT1 blocker 3, PPARg SRC2 recr 7, PPARg SRC-1 ag 0, TNAP act hi DEA 1, STAT3 inh -4, STAT3 activator 104 and bIAP inhibitor 5.
`Oc1ccc(C2Nc3cccc4cccc(c34)N2)c(O)c1` gave TR-FRET SRC-2 ct 1494, PPARg SRC3 recr 31*, bIAP act 1, STAT1 blocker 13, PPARg SRC2 recr 19, PPARg SRC-1 ag 30*, TNAP act hi DEA 1, STAT3 inh -5, STAT3 activator 107 and bIAP inhibitor -1.
`O=C(NC1CCCC1)C1CC(=O)N(C2CCCCCCC2)C1` (centres undefined) gave TR-FRET SRC-2 ct 1585, PPARg SRC3 recr 8, bIAP act 1, STAT1 blocker 5, PPARg SRC2 recr 6, PPARg SRC-1 ag 10, TNAP act hi DEA 1, STAT3 inh 8, STAT3 activator 101 and bIAP inhibitor 1.
Screening COc1ccc(OC)c2[nH]c(=O)c(CCNC(=O)C3CCCCC3)cc12 returned TR-FRET SRC-2 ct 1461, PPARg SRC3 recr 9, bIAP act 1, STAT1 blocker 10, PPARg SRC2 recr 0, PPARg SRC-1 ag -4, TNAP act hi DEA 1, STAT3 inh 25, STAT3 activator 81 and bIAP inhibitor -2.
Screening O=C1CC(Nc2ccc(N3CCOCC3)cc2)C(=O)N1c1ccccc1F (centres undefined) returned TR-FRET SRC-2 ct 1584, PPARg SRC3 recr -8, bIAP act 0.9, STAT1 blocker 2, PPARg SRC2 recr 3, PPARg SRC-1 ag 8, TNAP act hi DEA 1, STAT3 inh 13, STAT3 activator 96 and bIAP inhibitor 5.
`O=C(O)c1ccccc1-c1ccccc1C(=O)Nc1cccc2ccccc12` gave ROMK primary 0.15, TR-FRET SRC-2 ct 1596, PPARg SRC3 recr -2, bIAP act 0.9, STAT1 blocker -8, PPARg SRC2 recr 8, PPARg SRC-1 ag 9, TNAP act hi DEA 1, STAT3 inh 14, STAT3 activator 95 and bIAP inhibitor 9.
`COc1cccc(NC(=O)Cn2cc(C#N)c3ccccc32)c1` gave ROMK primary -2.4, TR-FRET SRC-2 ct 1508, PPARg SRC3 recr 8, bIAP act 0.9, STAT1 blocker 5, PPARg SRC2 recr 8, PPARg SRC-1 ag -7, TNAP act hi DEA 1, STAT3 inh 2, STAT3 activator 101 and bIAP inhibitor 5.

Overlap with the part before: two compounds; new compounds follow.
`O=C(O)c1ccccc1-c1ccccc1C(=O)Nc1cccc2ccccc12` gave ROMK primary 0.15, TR-FRET SRC-2 ct 1596, PPARg SRC3 recr -2, bIAP act 0.9, STAT1 blocker -8, PPARg SRC2 recr 8, PPARg SRC-1 ag 9, TNAP act hi DEA 1, STAT3 inh 14, STAT3 activator 95 and bIAP inhibitor 9.
`COc1cccc(NC(=O)Cn2cc(C#N)c3ccccc32)c1` gave ROMK primary -2.4, TR-FRET SRC-2 ct 1508, PPARg SRC3 recr 8, bIAP act 0.9, STAT1 blocker 5, PPARg SRC2 recr 8, PPARg SRC-1 ag -7, TNAP act hi DEA 1, STAT3 inh 2, STAT3 activator 101 and bIAP inhibitor 5.
For CCCCCCC(=O)OCC(=O)c1ccc2c(c1)NC(=O)CO2 the results were ROMK primary -0.83, TR-FRET SRC-2 ct 1642, PPARg SRC3 recr -8, bIAP act 1, STAT1 blocker 5, PPARg SRC2 recr 0, PPARg SRC-1 ag -10, TNAP act hi DEA 1, STAT3 inh 0, STAT3 activator 106 and bIAP inhibitor 2.
For COc1ccc2nc(-c3cccc(N)c3)[nH]c2c1 the results were TR-FRET SRC-2 ct 1490, PPARg SRC3 recr 11, bIAP act 1.1, STAT1 blocker -20, PPARg SRC2 recr 9, PPARg SRC-1 ag 10, TNAP act hi DEA 1, STAT3 inh 24, STAT3 activator 82 and bIAP inhibitor -10.
O=C(c1ccc(Cn2c(=S)[nH]c3ccc(Br)cc3c2=O)cc1)N1CCN(C2CCCCC2)CC1 was read as ROMK primary 0.83, TR-FRET SRC-2 ct 1597, PPARg SRC3 recr 8, bIAP act 1.2, STAT1 blocker 0, PPARg SRC2 recr 7, PPARg SRC-1 ag 3, TNAP act hi DEA 1, STAT3 inh 3, STAT3 activator 109 and bIAP inhibitor -21.
`O=C(CNC(=S)N(Cc1ccccc1F)C1CCCCC1)NCCCN1CCOCC1` gave ROMK primary -0.0032, TR-FRET SRC-2 ct 1607, PPARg SRC3 recr 2, bIAP act 1.3, STAT1 blocker 2, PPARg SRC2 recr 1, PPARg SRC-1 ag 8, TNAP act hi DEA 1.1, STAT3 inh 2, STAT3 activator 103 and bIAP inhibitor -29.
For CCCCCCn1c(C(C)NC(=O)c2ccco2)nc2ccccc21 (centres undefined) the results were ROMK primary 1, TR-FRET SRC-2 ct 1343, PPARg SRC3 recr -7, bIAP act 1.1, STAT1 blocker 3, PPARg SRC2 recr 1, PPARg SRC-1 ag -6, TNAP act hi DEA 1, STAT3 inh 2, STAT3 activator 106 and bIAP inhibitor -14.
CC(=O)Nc1ccc2c(c1)NC(=O)CC2 was read as ROMK primary 0.53, TR-FRET SRC-2 ct 1534, PPARg SRC3 recr 0, bIAP act 0.9, STAT1 blocker -9, PPARg SRC2 recr 1, PPARg SRC-1 ag 3, TNAP act hi DEA 0.9, STAT3 inh 5, STAT3 activator 104 and bIAP inhibitor 6.
For C=CCn1c(=N)n(CC(=O)O)c2ccccc21 the results were ROMK primary 0.97, TR-FRET SRC-2 ct 1666, PPARg SRC3 recr 7, bIAP act 0.9, STAT1 blocker 1, PPARg SRC2 recr -9, PPARg SRC-1 ag 2, TNAP act hi DEA 1.1, STAT3 inh -4, STAT3 activator 106 and bIAP inhibitor 10.
O=C(/C=C/c1cccs1)N1CCc2ccccc21 was read as ROMK primary -0.02, TR-FRET SRC-2 ct 1569, PPARg SRC3 recr 6, bIAP act 1, STAT1 blocker -38, PPARg SRC2 recr 7, PPARg SRC-1 ag 9, TNAP act hi DEA 1, STAT3 inh 30, STAT3 activator 77 and bIAP inhibitor 3.
`CCN(CC)S(=O)(=O)c1ccc(NC(=O)COC(=O)CCc2cc(OC)c(OC)c(OC)c2)cc1` gave TR-FRET SRC-2 ct 1490, PPARg SRC3 recr 0, bIAP act 1.1, STAT1 blocker 13, PPARg SRC2 recr 7, PPARg SRC-1 ag 5, TNAP act hi DEA 1, STAT3 inh 2, STAT3 activator 95 and bIAP inhibitor -9.
`CN(C)c1cc(N/N=C\c2ccccc2)nc(N(C)C)n1` gave ROMK primary -2.1, TR-FRET SRC-2 ct 1515, PPARg SRC3 recr -3, bIAP act 0.9, STAT1 blocker 9, PPARg SRC2 recr 6, PPARg SRC-1 ag 4, TNAP act hi DEA 1, STAT3 inh 3, STAT3 activator 101 and bIAP inhibitor 9.
Clc1ccc(CN2CCCCCCC2)cc1 was read as TR-FRET SRC-2 ct 1616, PPARg SRC3 recr -5, bIAP act 0.8, STAT1 blocker 10, PPARg SRC2 recr 9, PPARg SRC-1 ag -1, TNAP act hi DEA 1, STAT3 inh 0, STAT3 activator 96 and bIAP inhibitor 16.
`COC(=O)c1cnn(-c2cc(Oc3cccc(C)c3)ncn2)c1N` gave ROMK primary -1.7, TR-FRET SRC-2 ct 1535, PPARg SRC3 recr -10, bIAP act 0.7, STAT1 blocker -15, PPARg SRC2 recr 4, PPARg SRC-1 ag 3, TNAP act hi DEA 1, STAT3 inh 8, STAT3 activator 94 and bIAP inhibitor 28.
For O=C(COC(=O)CCc1c[nH]c2ccccc12)Nc1ccc([N+](=O)[O-])cc1 the results were ROMK primary -0.45, TR-FRET SRC-2 ct 1545, PPARg SRC3 recr -5, bIAP act 0.9, STAT1 blocker 1, PPARg SRC2 recr 6, PPARg SRC-1 ag -3, TNAP act hi DEA 1.1, STAT3 inh -7, STAT3 activator 106 and bIAP inhibitor 11.
`Cc1ccc(S(=O)(=O)N(C)c2ccc(C(=O)N3CCC(C(N)=O)CC3)cc2)cc1` gave TR-FRET SRC-2 ct 1500, PPARg SRC3 recr 0, bIAP act 1.1, STAT1 blocker -8, PPARg SRC2 recr 7, PPARg SRC-1 ag -2, TNAP act hi DEA 1, STAT3 inh -2, STAT3 activator 102 and bIAP inhibitor -12.
Screening O=C(CN(Cc1cccs1)C(=O)CNS(=O)(=O)c1ccc(Cl)cc1)NCc1ccco1 returned ROMK primary -0.071, TR-FRET SRC-2 ct 1673, PPARg SRC3 recr 9, bIAP act 0.5, STAT1 blocker -1, PPARg SRC2 recr -2, PPARg SRC-1 ag 4, TNAP act hi DEA 1.1, STAT3 inh -2 and STAT3 activator 102.
Screening CN1CCN(C(=O)c2ccccc2-c2nc(-c3ccccc3)no2)CC1 returned ROMK primary -0.022, TR-FRET SRC-2 ct 1712, PPARg SRC3 recr 1, bIAP act 1, STAT1 blocker -6, PPARg SRC2 recr -10, PPARg SRC-1 ag -2, TNAP act hi DEA 1, STAT3 inh -12, STAT3 activator 113 and bIAP inhibitor -4.

Reprinted from above (2 entries):
Screening COCCNc1nnc(SCC(=O)Nc2cc(-c3ccccc3)nn2-c2ccccc2)s1 returned ROMK primary -1.3, TR-FRET SRC-2 ct 1541, PPARg SRC3 recr -1, bIAP act 0.9, STAT1 blocker 0, PPARg SRC2 recr 7, PPARg SRC-1 ag 4, TNAP act hi DEA 1, STAT3 inh -3, STAT3 activator 106 and bIAP inhibitor 8.
Cc1ccc(-n2ncc3ccccc3c2=O)cc1Cl was read as ROMK primary -0.1, TR-FRET SRC-2 ct 1848, PPARg SRC3 recr -4, bIAP act 1, STAT1 blocker -53, PPARg SRC2 recr -2, PPARg SRC-1 ag 1, TNAP act hi DEA 1, STAT3 inh 16, STAT3 activator 91 and bIAP inhibitor 1.

Screens: PubChem BioAssay, several laboratories
